MsrA act = activates bovine MsrA enzyme | 360,000 compounds, 0.3% hits | activation, % at 10.6 µM | purified bovine MsrA, absorbance read-out; in the data active means activation above about 7.5%;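 further: 0% = vehicle and 100% = reference activator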
FAS-TE inh = FAS thioesterase (human) inhibition; inhibition, % at 15 µM; AID 602261; recombinant FAS-TE, OMFH fluorogenic substrate, fluorescence endpoint; P49327; 360,000 compounds, 0.67% hits;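 active means compounds whose normalised, plate-corrected inhibition of enzyme fluorescence in the single-dose primary screen is 50% or more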;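 further: 0% = DMSO with enzyme and 100% = substrate without enzyme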
SKN-1 inh = C. elegans SKN-1 inhibition; AID 624304; inhibition, % at 21.8 µM; 360,000 compounds, 0.49% hits; C. elegans VP596 Pgst-4::GFP/RFP ratio, acrylamide-induced, 24 h;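 active means interference check ratio from 0.5 to 1.5 plus GFP to RFP signal ratio inhibition reaching or exceeding a fixed threshold, cut at about 30% in these data, passing the limit was not always enough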; further: some compounds called inactive have numbers as strong as hits
NRP1-CendR mod = alters CendR peptide binding to human NRP-1. O14786. FAM-RPARPAR peptide binding to NRP-1, fluorescence polarization. inhibition, % at 25 µM. 360,000 compounds, 0.85% hits. AID 602438;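 active means inhibition or corrected inhibition above about 18%, plus a signal ratio from 0.5 to 1.5, limit read from the data, passing the limit was not always enough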; further: strong numbers were not always called active
Neddyl block = blocks human cullin neddylation. calls only at 25 µM. AID 651699. 360,000 compounds, 0.58% hits. P61081+Q13564. TR-FRET cullin neddylation, biochemical; in the data active means inhibition above about 36%
Target sequence (P61081 whole entry, looked up): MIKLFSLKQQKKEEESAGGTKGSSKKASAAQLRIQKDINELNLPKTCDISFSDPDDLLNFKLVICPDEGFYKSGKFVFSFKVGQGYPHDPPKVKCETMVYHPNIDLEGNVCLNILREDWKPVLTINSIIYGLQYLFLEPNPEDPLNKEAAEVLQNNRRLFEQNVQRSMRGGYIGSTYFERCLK
Target sequence (Q13564 whole entry, looked up): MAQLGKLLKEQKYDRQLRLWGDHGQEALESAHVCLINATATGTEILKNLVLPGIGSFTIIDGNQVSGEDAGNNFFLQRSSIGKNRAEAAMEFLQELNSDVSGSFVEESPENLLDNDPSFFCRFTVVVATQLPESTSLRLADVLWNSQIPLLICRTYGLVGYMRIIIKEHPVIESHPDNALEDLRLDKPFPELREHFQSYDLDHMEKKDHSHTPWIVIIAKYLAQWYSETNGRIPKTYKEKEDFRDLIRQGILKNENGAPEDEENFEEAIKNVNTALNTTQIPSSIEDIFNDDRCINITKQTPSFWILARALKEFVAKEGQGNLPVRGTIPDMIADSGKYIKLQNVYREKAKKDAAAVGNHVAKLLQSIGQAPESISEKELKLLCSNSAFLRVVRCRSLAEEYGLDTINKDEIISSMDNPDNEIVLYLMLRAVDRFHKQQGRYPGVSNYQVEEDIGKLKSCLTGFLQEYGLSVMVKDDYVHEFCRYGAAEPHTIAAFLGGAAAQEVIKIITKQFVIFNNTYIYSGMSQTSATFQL
MT1-MMP act inh = MT1-MMP (human) activation inhibition. P50281. HT1080 RFP-PRO-GFP cells, GFP/RFP ratio fluorescence, overnight; percent of plate control window, DMSO zero. GFP/RFP ratio change, % at 20 µM. 360,000 compounds, 0.061% hits;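 active means GFP/RFP ratio change of at least 30% with cell ATP level not reduced by more than half and red fluorescence within 50% of control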; further: strong numbers were not always called active
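Assay system – RFP-PRO-GFP reporter HT1080 cells · Compound dosing – single dose of 20 µM compound, 1% DMSO final · Incubation – overnight compound exposure at 37 °C · Measure – GFP/RFP fluorescence ratio · Benchmarks – DMSO wells and RFP-L50D-GFP cells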
MLLE-PAM2 inh = blocks PAM2 peptide binding to the PABP1 MLLE domain | P11940 | GST-MLLE / FITC-PAM2 fluorescence polarization | inhibition, % at 20 µM | 360,000 compounds, 0.36% hits | AID 588489; in the data active means inhibition above about 35%, passing the limit was not always enough;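 further: plate controls were DMSO wells with GST-MLLE for no effect and wells lacking GST-MLLE protein for full effect; some results filed as inactive read as strong as hits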
Rin1 Abl inh = blocks binding of human Rin1 to Abl | P00519+Q13671 | TR-FRET Rin1/Abl binding, biochemical | inhibition, % at 7.35 µM | 360,000 compounds, 0.4% hits; in the data active means inhibition above about 5%, passing the limit was not always enough
eLon inh = E. coli protease La inhibition; 360,000 compounds, 0.42% hits; AID 602123; P0A9M0; inhibition, % at 7.94 µM; purified E. coli Lon protease, fluorescence polarization; in the data active means inhibition above about 13%, passing the limit was not always enough;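 further: 0% = enzyme with probe and DMSO and 100% = no enzyme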
Active calls of the source: *; i = inactive; / = not tested or not shown; + = active, no number.

1) N#CC1=C(N)N(c2ccc(Br)cc2)C2=C(C(=O)CCC2)C1c1cccnc1 (centres undefined)
2) O=C(Cc1ccccc1)N/N=C/c1ccc[nH]1
3) CCCCC(=O)Nc1cccc(-c2ccc3nncn3n2)c1
4) CC(=O)N(C)c1ccc(NCc2cc(=O)oc3cc(C)c(O)cc23)cc1
5) O=C(N/N=C/c1cccc(C(F)(F)F)c1)c1ccc(O)cc1
6) CCOC(=O)N1CCN(S(=O)(=O)c2ccc(C(=O)N(CCN(C)C)c3nc4c(C)cccc4s3)cc2)CC1
7) CCC(=O)c1ccc(OCC(O)Cn2nc(C)cc2C)cc1 (centres undefined)
8) O=C(N/N=C/c1ccc([N+](=O)[O-])o1)c1cn(-c2ccccc2)nc1-c1ccc(Cl)cc1
9) O=C(O)[C@H]1Cc2ccccc2CN1S(=O)(=O)c1ccc(F)cc1
10) CCn1cc(C(=O)N[C@H](C(=O)NCCCN2CCOCC2)C(C)C)c(=O)c2cc3c(cc21)OCO3

assay / compound	1	2	3	4	5	6	7	8	9	10
MsrA act	2	-1	-4	-4	-9	-2	-4	-7	-5	-4
FAS-TE inh	-4	-4	-1	-1	0	19	-4	-63	-6	-1
SKN-1 inh	4	16	11	29	-5	5	9	-7	-18	-4
NRP1-CendR mod	-13	0	11	-8	-4	14	6	-6	-4	12
Neddyl block	+	i	i	i	i	i	i	i	i	i
MT1-MMP act inh	/	1	5	-1	-2	-3	-2	6	-3	0
MLLE-PAM2 inh	7	1	-2	9	1	6	7	-6	2	7
Rin1 Abl inh	5	-2	0	3	3	-3	3	-2	-2	-1
eLon inh	-6	0	-4	-7	0	9	4	-7	10	-12

11) COc1ccc(CC(=O)O/N=C(\N)Cc2ccc(OC)cc2)cc1
12) CCOc1ccccc1NC(=O)N1CCCC1C(=O)Nc1ccc(NC(C)=O)cc1 (centres undefined)
13) COC(=O)CN1C(=O)COc2ccc(S(=O)(=O)NCc3ccc(F)cc3)cc21
14) CCOc1ccc(CCN2C(=S)N([C@@H](CC(C)C)CN3CCCC3CN3C(=S)NC[C@@H]3Cc3ccccc3)C[C@@H]2CC(C)C)cc1 (some centres undefined)
15) COC(=O)c1ccc(COc2cc([N+](=O)[O-])cc3cccnc23)o1
16) O/N=C/c1ccnc(SCc2ccccc2)n1
17) O=C(NCc1cccnc1)c1cnc2sccn2c1=O
18) CCOC(=O)N1CCc2[nH]c3ccc(C)cc3c2C1
19) CCN(CC)C(=O)C(=O)c1cn(CCOc2ccccc2)c2ccccc12
20) Cc1ccc(S(=O)(=O)N2CCCCC2)cc1NC(=O)CN1C(=O)CN(C)C1=O

assay / compound	11	12	13	14	15	16	17	18	19	20
MsrA act	3	-3	-16	-4	-2	-3	-7	-8	0	-1
FAS-TE inh	-3	-5	0	-123	55*	-24	-8	5	0	-5
SKN-1 inh	3	-1	0	19	-9	5	-7	3	-5	-5
NRP1-CendR mod	15	12	-7	-6	-8	-10	3	24	5	4
Neddyl block	i	i	i	i	i	i	i	i	i	i
MT1-MMP act inh	-1	-3	8	-5	5	1	-2	-5	1	6
MLLE-PAM2 inh	-3	-5	6	/	3	3	7	56*	-1	-21
Rin1 Abl inh	4	-1	3	/	-1	0	-1	1	0	0
eLon inh	6	0	-1	-13	4	-2	-4	10	-6	-9

21) COc1cccc(CN2CCNC(=O)C2CC(=O)N(C)C2CCCCC2)c1OC (centres undefined)
22) O=C(NC(=S)Nc1ccc(S(=O)(=O)N2CCCC2)cc1)C1CCC1
23) O=C(NCC(=O)N1CCCCCCC1)c1ccc(Cl)cc1
24) O=C(O)CC(CC(=O)Nc1ccc(N2CCOCC2)cc1)c1ccccc1 (centres undefined)
25) COc1cccc(OC)c1OCCCCCCN1CCN(C)CC1
26) CC1Oc2ccccc2OC1C(=O)Nc1nccs1 (centres undefined)
27) Cc1cc(C(=O)OC(C)C(=O)Nc2nc(-c3ccccc3)cs2)c(C)o1 (centres undefined)
28) CCc1ccc(/C=C2/Sc3ccccc3N(CC(=O)NCC3CCCO3)C2=O)cc1 (centres undefined)
29) CCN(CC)CCNCc1ccc(Br)cc1OCC(=O)NCc1ccccc1
30) Cc1cccc(NC(=O)c2cnn(-c3ccc(F)cc3)c2C2CCNCC2)c1C

assay / compound	21	22	23	24	25	26	27	28	29	30
MsrA act	-5	-4	-8	-3	-5	0	-4	-7	-2	-6
FAS-TE inh	-6	4	-5	-6	-7	2	28	9	1	-7
SKN-1 inh	7	5	1	-1	8	8	10	-1	1	6
NRP1-CendR mod	13	1	6	-14	-5	9	0	8	8	-2
Neddyl block	i	i	i	i	i	i	i	i	i	i
MT1-MMP act inh	-3	6	3	3	3	-2	-9	-1	18	2
MLLE-PAM2 inh	2	23	-8	-12	4	12	-10	9	12	6
Rin1 Abl inh	4	1	4	-3	0	1	-5	-5	-4	1
eLon inh	8	-10	1	-7	14	-3	-8	-2	-13	-9

31) COc1ccccc1-n1c(O)c(C=NCc2ccccn2)c2ccccc2c1=O
32) Cc1cc(C)nc(SCC(=O)N/N=C\c2sccc2C)n1
33) COC(=O)Cc1ccc(NC(=O)c2ccc(C(C)(C)C)cc2)cc1
34) O=C(Nn1c(Cc2cccs2)nc2ccccc2c1=O)c1ccc(F)c(F)c1
35) CCCCc1c(C)nn(-c2nnc3c4ccccc4n(C)c3n2)c1C
36) CN(Cc1ccccc1F)c1cc2c(c3c1ccn3C)C1CCC2C1 (centres undefined)
37) O=C(COc1ccc(Cl)cc1)Nc1ccc(NC(=O)c2ccco2)cc1
38) Cc1ccc(Nc2cc(C)nc3ncnn23)c(Cl)c1
39) O=C(c1cccc2ccccc12)N1CCN=C1SCc1ccc([N+](=O)[O-])cc1
40) CN(CC(=O)Nc1cccc(F)c1)C(=O)CNS(=O)(=O)c1ccc(N(C)C)c([N+](=O)[O-])c1

assay / compound	31	32	33	34	35	36	37	38	39	40
MsrA act	-4	-2	-2	-1	-14	-14	-2	-12	-7	-9
FAS-TE inh	-5	-5	15	0	-4	15	-2	-6	11	-1
SKN-1 inh	10	-8	3	14	-17	9	11	-9	0	-10
NRP1-CendR mod	-3	10	6	12	-10	5	-11	-23	4	5
Neddyl block	i	i	i	i	i	i	i	i	i	i
MT1-MMP act inh	1	6	2	-3	-3	-3	2	8	1	6
MLLE-PAM2 inh	5	16	6	-4	13	12	5	-5	27	46*
Rin1 Abl inh	-2	-3	1	2	0	-4	-1	-3	2	2
eLon inh	6	-3	-1	6	2	-4	5	-5	4	-2

41) Cc1ccc(C(=O)Nc2cccnc2Cl)cc1Cl
42) Cc1cc(C(F)F)n2ncc(C(=O)N3CCc4ccccc4C3)c2n1
43) Cc1nnc2ccc(-c3cccc(NS(=O)(=O)c4ccccc4[N+](=O)[O-])c3)nn12
44) CC(C)CCN(C(=O)c1cc(=O)[nH]c2ccccc12)c1c(N)n(Cc2ccccc2)c(=O)[nH]c1=O
45) COc1ccc(NC(=O)c2ccc3ccccc3c2OC)cc1
46) O=S1(=O)CC(O)C(O)CS1 (centres undefined)
47) CN=c1c([N+](=O)[O-])nn(-c2ccc3c(c2)OCCO3)n1O
48) COC(=O)Cc1c(O)ccn(Cc2ccccc2OC)c1=O
49) COc1cccc(C(=O)Nc2ccc(-c3nnc(-c4ccco4)o3)cc2)c1
50) COc1ccc(C2C(C#N)=C(N)Oc3n[nH]c(C)c32)cc1Cn1nc(C)c([N+](=O)[O-])c1C (centres undefined)

assay / compound	41	42	43	44	45	46	47	48	49	50
MsrA act	-5	-2	-3	-5	-1	-2	-10	-1	3	-11
FAS-TE inh	0	-7	-1	-6	21	-2	-4	-6	20	12
SKN-1 inh	7	-23	15	-5	3	11	0	12	16	12
NRP1-CendR mod	3	1	-14	8	-11	-3	4	0	0	-2
Neddyl block	i	i	i	i	i	i	i	i	i	i
MT1-MMP act inh	-2	-1	6	3	-1	1	-3	10	0	0
MLLE-PAM2 inh	-6	-2	1	-13	-1	/	6	5	-4	-6
Rin1 Abl inh	2	-1	-2	4	-1	/	-3	-1	-3	-2
eLon inh	-5	-2	3	-7	-3	4	0	-4	3	-4

51) COc1ccccc1CNS(=O)(=O)c1ccc(-c2cc(C)no2)cc1
52) NC(=O)C1(N2CCCCC2)CCN(C(=S)Nc2ccc(S(N)(=O)=O)cc2)CC1
53) CC(=O)COC(=O)CCc1nc2ccccc2[nH]c1=O
54) CN(C)S(=O)(=O)c1cccc(NC(=O)Cc2ccc(-c3ccccc3)cc2)c1
55) Cc1cccc(CNc2ncnc3ccc(-c4ccc5c(c4)OCCO5)cc23)c1
56) CCCc1ccc(-c2cc(C(=O)NN3CCOCC3)c3ccccc3n2)cc1
57) CN=C1SC(CC(=O)Nc2ccc(N3CCOCC3)cc2)C(=O)N1C (centres undefined)
58) COc1nccnc1NS(=O)(=O)c1ccc(NC(=S)NC(=O)c2cccc(F)c2)cc1
59) Cc1ccc(C(=O)NN(C)c2nc3ccccc3nc2C(F)(F)F)cc1
60) CN1/C(=C\C(=O)COC(=O)CNC(=O)c2ccccc2F)C(C)(C)c2ccccc21
61) O=S(=O)(Nc1ncnc2c1oc1ccccc12)c1ccc(Cl)s1
62) COc1cccc(CNC(=O)CCC(=O)n2ncc3cc(C)ccc32)c1OC
63) CC1=C(C(=O)N2CCOCC2)CC(CC(=O)NCCc2ccccn2)C(=O)N1CCC1=CCCCC1 (centres undefined)

assay / compound	51	52	53	54	55	56	57	58	59	60	61	62	63
MsrA act	-1	-7	-7	-3	-9	0	-3	-5	-3	-6	0	0	-2
FAS-TE inh	8	-7	-2	20	12	3	-7	-9	3	4	3	-2	-8
SKN-1 inh	-21	-2	8	-3	3	-1	2	8	6	11	4	18	18
NRP1-CendR mod	-2	-2	4	8	-4	8	2	-14	3	6	-16	8	8
Neddyl block	i	i	i	i	+	i	i	i	i	i	i	i	i
MT1-MMP act inh	0	0	-3	2	10	-4	2	4	-6	5	3	-8	3
MLLE-PAM2 inh	-1	12	2	-1	0	1	7	29	4	-1	5	13	-3
Rin1 Abl inh	0	3	1	1	-1	4	4	-4	-4	2	0	0	3
eLon inh	-7	0	-5	-3	10	-7	-2	7	-5	1	2	14	-5
